TRAIL sens C8: sensitizes caspase-8 expressing cells to TRAIL | NB7+C8 cells + TRAIL, ATPlite viability luminescence | inhibition (viability loss, TRAIL sensitization), % at 10 µM | hit rate 1% among 360,000 | AID 624354;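 active = compounds causing at least 50% loss of cell viability in the single-dose screen, relative to plate controls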
LMP1 NFkB inh: reduces LMP1-driven NF-kappaB luciferase signal; inhibition, % at 12.5 µM; LMP1-induced NF-kappaB luciferase reporter cells, luminescence; hit rate 0.69% among 350,000; in the data active = inhibition above about 41%;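 note: 0% = neutral control wells and 100% = reference inhibitor control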
HIF-2a inh: blocks HIF-2a reporter activity; 786-0 RCC cells HIF-2a reporter, luciferase luminescence, overnight; inhibition, % at 18.8 µM; hit rate 0.72% among 360,000;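 active = inhibition of the luminescence signal of 40% or more relative to plate controls, in a single-dose primary screen at 18.75 µM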
CF NFkB block: blocks PAF-induced NF-kB reporter in cystic fibrosis cells. AID 588850. KKLEB NF-kB-GFP reporter, GFP fluorescence overnight. inhibition, % at 5 µM. hit rate 0.86% among 360,000;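 active = at least 50% inhibition at 5 µM, scaled per plate between neutral and stimulator controls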;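 note: PAF is a Pseudomonas aeruginosa culture filtrate used as stimulus; plate controls were PAF-stimulated DMSO wells for no effect and unstimulated DMSO wells for full effect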
Peg3 prom inh: reduces Peg3 promoter-driven luciferase expression in HeLa | HeLa PEG-Prom luciferase reporter, luminescence, overnight | inhibition, % at 20 µM | hit rate 1.7% among 360,000;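 active = inhibition of at least 50% at 20 µM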
KKLEB tox: reduces viability of KKLEB cystic fibrosis airway cells. activity change (cytotoxicity), % at 5 µM. hit rate 0.36% among 360,000. KKLEB CF airway cells viability, ATPlite luminescence, overnight; stronger effect = lower value; cells stimulated with P. aeruginosa culture filtrate. AID 602141;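 active = corrected activity change at or below -50% at 5 µM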
NR2E3 ag-1: NR2E3 (human) agonism; Q9Y5X4; GST-NR2E3/biotin-RetCOR TR-FRET, 1536-well; inhibition of corepressor binding, % at 4.78 µM; hit rate 0.12% among 320,000; AID 2300;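 active = percent inhibition above the cutoff of mean plus 3 SD of all tested compounds, set per screening campaign, cut at about 20% in these data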;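 note: 0% = DMSO wells and 100% = biotin wells as full block of FRET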
Target sequence (Q9Y5X4 whole entry, looked up): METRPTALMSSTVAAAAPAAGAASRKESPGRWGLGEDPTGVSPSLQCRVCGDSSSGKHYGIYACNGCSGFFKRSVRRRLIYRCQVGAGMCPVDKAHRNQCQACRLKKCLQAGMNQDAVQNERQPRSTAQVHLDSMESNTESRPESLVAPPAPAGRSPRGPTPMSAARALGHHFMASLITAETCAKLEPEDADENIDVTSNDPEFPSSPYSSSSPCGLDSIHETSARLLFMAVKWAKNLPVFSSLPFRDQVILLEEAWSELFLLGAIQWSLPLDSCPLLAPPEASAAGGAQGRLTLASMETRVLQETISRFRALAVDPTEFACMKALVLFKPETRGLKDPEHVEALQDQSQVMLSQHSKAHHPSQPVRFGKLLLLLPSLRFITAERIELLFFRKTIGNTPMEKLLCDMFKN
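Assay system: NR2E3–RetCOR corepressor complex. Quantity: 1.35 nM GST-NR2E3. Buffer or medium: pH 7.5 Tris-based buffer. Reagent: biotinylated RetCOR corepressor at 7 nM final. Schedule: 5 h at 4 °C. Detection: TR-FRET, emission read at 617 and 671 nm. Replicates: one well per compound, singlicate testing.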
hiPSC survival: hiPSC single-cell survival enhancement; ATPlite luminescence; 100% = ROCK inhibitor wells, 0% = DMSO; survival enhancement, % at 20 µM; hit rate 0.044% among 360,000; in the data active = survival enhancement above about 18%;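 note: cells exposed to compounds for 16 hours before the ATP read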
MITF TRPM1 inh: reduces MITF-dependent TRPM1 promoter luciferase signal; SK-MEL-5 TRPM1 promoter luciferase, 24 h; inhibition, % at 12.5 µM; hit rate 0.83% among 330,000; AID 488899;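 active = mean inhibition across replicates of 60% or more, whatever share of single replicates reaches that level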; note: values of inactives mirror those of a sister screen read the other way
NR2E3 ag-2: agonists of human NR2E3 nuclear receptor; CHO-S Gal4-NCOR/VP16-NR2E3 two-hybrid, luciferase; hit rate 0.35% among 360,000; inhibition of corepressor binding, % at 3.98 µM; AID 602229;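 active = inhibition above the mean of all tested compounds plus 3 SD, cut at about 70% in these data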;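 note: 0% = DMSO with NR2E3 transfected cells and 100% = cells lacking NR2E3 construct; higher means lower luciferase signal from less NR2E3 corepressor binding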
Shn3 3UTR inh: Schnurri-3 reporter inhibition in Clone20 osteoblasts; hit rate 0.52% among 360,000; inhibition, % at 12.5 µM; Clone20 osteoblast Shn3 3'UTR firefly luciferase, 24 h; AID 588674;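 active = mean inhibition of at least 75% with every replicate also reaching 75%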;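 note: 0% = median of neutral control wells and 100% = pilot-screen positive control compound; some compounds past the cut are filed as inactive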
An asterisk follows results filed as active; x = no result given; & = joins results of further samples. Some of the compounds tested. The share of hits here may be higher or lower than overall.

SMILES,TRAIL sens C8,LMP1 NFkB inh,HIF-2a inh,CF NFkB block,Peg3 prom inh,KKLEB tox,NR2E3 ag-1,hiPSC survival,MITF TRPM1 inh,NR2E3 ag-2,Shn3 3UTR inh
C[C@H](CO)N1C[C@H](C)[C@@H](CN(C)Cc2ccc(Oc3ccccc3)cc2)Oc2cc(Br)ccc2S1(=O)=O,7,0,8,22,11,-5,x,9.2,x,3,6
Nc1nc(N)c2sc3nc(C(F)(F)F)cc(C(F)(F)F)c3c2n1,8,14,30,6,22,0,-3,-0.8,28,9,3
CCOCCCN(C(=O)Cn1nnc(-c2ccc(C)o2)n1)C(C(=O)NCC1CCCO1)c1ccc(F)cc1 (configuration not stated),-6,4,12,-11,8,0,0,0.8,3,-1,5
CCN1CCN(Cc2cc(=O)oc3ccc(C)cc23)CC1,11,-3,8,-2,-11,8,-1,0.4,-7,-5,14
CC(C)(C)NC(=O)CN(C(=O)c1snc(C(=O)NC2CCCCC2)c1N)c1ccc(F)cc1,16,-4,20,10,0,-5,1,-0.1,5,-20,13
CCOC(=O)C1(CC2CCCCO2)CCN(S(=O)(=O)c2cc(C)cs2)CC1 (configuration not stated),-11,-11,13,28,17,-5,2,-0.8,-7,16,9
Nc1nc(-c2ccco2)nn1C(=O)c1ccc(Cl)cc1,-9,-4,9,-5,0,-3,4,3.0,9,17,-6
O=C(CCCCl)Nc1nc(-c2ccc3c(c2)OCCO3)cs1,8,-18,-174,-17,-209,-8,1,-0.2,-90,-137,-55

More entries follow:
SMILES,TRAIL sens C8,LMP1 NFkB inh,HIF-2a inh,CF NFkB block,Peg3 prom inh,KKLEB tox,NR2E3 ag-1,hiPSC survival,MITF TRPM1 inh,NR2E3 ag-2,Shn3 3UTR inh
Cc1cc(C)cc(CC(Cc2nc3ccccc3[nH]2)c2nc3ccccc3[nH]2)c1 (configuration not stated),24,0,7,-4,39,-18,1,3.4,4,6,13
O=C(C(=O)N1CCCC1CO)N1CCCC1CO (configuration not stated),-4,4,15,-4,8,3,2,-0.7,5,-3,16
C(=NC12CN3CN(CN(C3)C1)C2)c1ccc2c(c1)OCO2,1,-5,15,20,-4,-2,-1,2.1,-8,15,7
O=C(NCCS(=O)(=O)N1CCN(c2ccccc2)CC1)c1ccccc1F,-10,-5,7,-8,25,-6,0,-0.4,-3,3,-3
Cc1cccc(C)c1OCc1cc(C(=O)N(Cc2c(C)nn(C)c2C)C2CC2)no1,22,22,-16,-3,-12,1,-3,0.2,20,62,45
CCN(CC)CCCNc1nc(CN2CCOCC2)nc2sc3c(c12)CCC3,-6,3,10,19,-10,-5,-1,-0.1,-18,8,10
O=C(NCc1nnc(SCC(=O)N2CCCCCC2)o1)c1ccccc1F,-8,-2,9,0,5,-1,-3,-0.3,2,-19,11
CCOC(=O)C1=C(COC(=O)c2cccc(Cl)c2)NC(=O)NC1C (configuration not stated),-17,7,7,4,6,-1,-2,0.1,5,-1,10

The results go on.
SMILES,TRAIL sens C8,LMP1 NFkB inh,HIF-2a inh,CF NFkB block,Peg3 prom inh,KKLEB tox,NR2E3 ag-1,hiPSC survival,MITF TRPM1 inh,NR2E3 ag-2,Shn3 3UTR inh
COc1ccc(C(C(=O)NC2CCCC2)N(CC2CCCO2)C(=O)Cc2cccs2)cc1OC (configuration not stated),-1,7,22,1,19,6,3,-0.9,-1,-11,5
Cc1cccc(C(=O)NC(=S)NC(C)c2ccccc2)c1 (configuration not stated),-1,x,-10,-31,9,6,-3,0.6,x,20,-4
CC(C)CSc1nc2c(c(=O)[nH]c(=O)n2C)n1CCc1ccccc1,-9,3,8,7,17,-7,1,8.2,-16,-37,-6
COc1cccc(OCC(O)CN2CCN(c3ccccc3)CC2)c1 (configuration not stated),-8&-1,-6&2,14&20,4&-1,10&16,-12&2,-2&0,-0.7&0.8,3&10,-13&-16,-3&19
NC(=O)c1ccsc1NC(=O)c1coc2ccccc2c1=O,52*,-31,-178,-31,-234,19,1,0.1,-52,-55,-110
CN(C)S(=O)(=O)c1ccc(C(=O)Nc2ccc(S(=O)(=O)NC3=NCCCCC3)cc2)cc1,-4,1,23,-11,8,5,-1,-0.1,14,0,0
CCOc1ccc(OCC)c(S(=O)(=O)NCc2ccc3c(c2)OCO3)c1,-16,5,8,-9,12,5,2,-0.6,-10,-20,-36
Cc1ccc(Cl)cc1N1CCN(C(=O)c2cccc3c(=O)c(C)c(-c4ccccc4)oc23)CC1,-7,10,11,40,41,-8,x,-0.8,9,2,-9

3 structures already listed, sorted by length of the SMILES, smallest number first.
SMILES,TRAIL sens C8,LMP1 NFkB inh,HIF-2a inh,CF NFkB block,Peg3 prom inh,KKLEB tox,NR2E3 ag-1,hiPSC survival,MITF TRPM1 inh,NR2E3 ag-2,Shn3 3UTR inh
NC(=O)c1ccsc1NC(=O)c1coc2ccccc2c1=O,52*,-31,-178,-31,-234,19,1,0.1,-52,-55,-110
CCOc1ccc(OCC)c(S(=O)(=O)NCc2ccc3c(c2)OCO3)c1,-16,5,8,-9,12,5,2,-0.6,-10,-20,-36
CN(C)S(=O)(=O)c1ccc(C(=O)Nc2ccc(S(=O)(=O)NC3=NCCCCC3)cc2)cc1,-4,1,23,-11,8,5,-1,-0.1,14,0,0

The listing continues:
SMILES,TRAIL sens C8,LMP1 NFkB inh,HIF-2a inh,CF NFkB block,Peg3 prom inh,KKLEB tox,NR2E3 ag-1,hiPSC survival,MITF TRPM1 inh,NR2E3 ag-2,Shn3 3UTR inh
O=C(O)c1cccc(-n2cccc2/C=N/O)c1,-3,2,1,9,-11,12,2,0.4,9,-20,-1
COc1ccccc1CCCNC(=O)C1CCC(=O)N(CCCN2CCCC2=O)C1 (configuration not stated),-1,-9,2,-25,-29,9,0,0.1,5,-10,9
CC(=O)NS(=O)(=O)c1ccc(NC(=O)c2ccc3c(c2)NC(=O)CS3)cc1,8,-12,17,2,1,-5,x,3.2,-14,1,15
COC(=O)Cc1csc(NCc2ccccc2)n1,2,6,0,-10,4,-14,3,0.7,-7,-6,2
COc1ccc([C@H]2C[C@@H](O)[C@H](n3cc(C4CC4)nn3)CN2CC2CCCCC2)cc1,-11,0,-12,-21,16,4,x,-0.2,x,-17,14
O=C(OCc1cc(=O)n2ccsc2n1)c1ccccc1O,4,7,-24,8,-118,-10,x,12,-81,-35,-46
COc1ccc(NC(=O)CCCC(=O)c2ccccc2)cc1OC,-4,-23,-66,-5,-41,7,0,0.7,x,-27,-10
Cc1ccn2c(Cc3ccccc3)c(-c3ccccc3)nc2c1,8,6,-210,-12,-188,12,x,9.7,x,-123,-42

More structures follow.
SMILES,TRAIL sens C8,LMP1 NFkB inh,HIF-2a inh,CF NFkB block,Peg3 prom inh,KKLEB tox,NR2E3 ag-1,hiPSC survival,MITF TRPM1 inh,NR2E3 ag-2,Shn3 3UTR inh
CC(NC(=O)c1ccc(NC(=O)c2ccco2)cc1)c1ccccc1 (configuration not stated),-10,-4,-18,-4,-14,4,3,0.1,-3,5,1
CCc1ccc(OCC(=O)Nc2ncc3c(n2)CC(C)(C)CC3=O)cc1,-1,0,2,10,7,-16,3,-3.4,6,7,13
CCCn1cc(S(=O)(=O)c2ccccc2)c(=O)c2cc(OCC)ccc21,-6,3,-10,19,-11,-12,3,1.3,-11,22,-18
O=C(NCCCN1CCOCC1)c1cc(-c2ccccc2)nc2ccccc12,8,-10,7,-22,-29,12,0,-0.3,-7,1,-20
COc1ccc([C@H]2CC(=O)C=C(c3cc4ccccc4s3)C2)cc1,11,-39,-244,31,-197,-18,3,-2.9,-38,-40,-10
COc1ccc(-c2c(C#N)c(N)nc3sc(C(=O)c4ccccc4)c(N)c23)cc1,-6,3,1,6,19,-2,0,1.9,6,-2,27
O=C(O)C(Cc1c[nH]c2ccccc12)NS(=O)(=O)c1ccc(Br)cc1 (configuration not stated),-3,8,23,8,8,10,3,-0.4,3,-21,-9
O=C(NCc1n[nH]c(=S)n1-c1ccc(F)cc1)c1ccc(S(=O)(=O)N2CCCC2)cc1,-6,-8,-13,-12,9,-3,1,-1.1,6,-12,-2

More results follow.
SMILES,TRAIL sens C8,LMP1 NFkB inh,HIF-2a inh,CF NFkB block,Peg3 prom inh,KKLEB tox,NR2E3 ag-1,hiPSC survival,MITF TRPM1 inh,NR2E3 ag-2,Shn3 3UTR inh
COc1ccc(C)cc1-n1ccn(CC(=O)Nc2ccc(Br)cc2F)c(=O)c1=O,-3,2,0,-38,1,13,3,-0.5,7,-1,-10
O=C(NCc1ccc(F)cc1)c1cc(C2CCCN(C(=O)c3ccccn3)C2)on1 (configuration not stated),-1,x,9,-6,-2,-2,x,2.2,x,6,11
CN(CC(=O)Nc1cccc(F)c1)C(=O)c1ccc(OCc2ccccc2)cc1,7,-5,-59,-5,-2,-10,-2,-0.2,-4,-22,2
O=C(Nc1ccccc1)Nc1ccc(F)cc1F,7,-10,-238,0,-227,-9,4,0.6,-71,-54,21
O=C(COC(=O)/C=C/c1ccc(F)cc1)Nc1ccc(S(=O)(=O)N2CCOCC2)cc1,1,-2,2,-8,2,25,x,-0.4,-8,-11,-14
O=C(N/N=C\c1ccccc1OCc1ccccc1)c1ccco1,-4,-9,-13,-12,-34,-22,2,1.6,-13,-37,-34
CN(C)CCN(C(=O)c1ccc2ccccc2c1)c1nc2cc3c(cc2s1)OCCO3,-3,-23,-124,-4,-211,-5,3,0.6,-56,-12,-44
CN(C(=O)CSc1nnc(-c2cccc(F)c2)n1N)C1CCS(=O)(=O)C1 (configuration not stated),-7,10,12,-5,14,9,-2,-0.8,1,8,7

Next part
SMILES,TRAIL sens C8,LMP1 NFkB inh,HIF-2a inh,CF NFkB block,Peg3 prom inh,KKLEB tox,NR2E3 ag-1,hiPSC survival,MITF TRPM1 inh,NR2E3 ag-2,Shn3 3UTR inh
CN(C)c1ccc(C(=O)N2CCCC(CCC(=O)N3CCN(c4ccccn4)CC3)C2)cc1 (configuration not stated),-14,5,-19,-39,11,-4,2,-0.5,3,-32,3
O=P(c1ccccc1)(c1ccccc1)c1cc(Br)cc(Br)c1OCCO,-7,17,16,-5,14,-8,-3,0.2,9,-4,11
CCOc1ccc(NC(=O)CSc2nc(=O)n(Cc3ccccn3)c3c2CCC3)cc1,-13,0,23,14,17,9,2,-0.5,7,10,6
CCN(CC)c1ccc(/C=C(\C#N)c2ccccn2)cc1,81*,-89,-59,-11,0,-50*,4,-4.5,-25,-70,35
Cc1ccc(S(=O)(=O)NCCc2nnc(SCc3cccnc3)n2C)cc1,12,0,9,16,15,-5,8,0.0,4,-5,7

Compound activity as filed in PubChem BioAssay.
